RGS4 block = RGS4 inhibitors, primary screen, cell-based, HEK293 M3R inducible RGS4, calcium flux; Regulator of G-protein signaling 4 (Homo sapiens), P49798; Fluo-4 calcium flux; active compounds read high; triggered by carbachol at its EC20; B-score at 10 µM; 310,000 tested, 0.45% active;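 active = B-score, a plate-corrected calcium signal, over three deviations above library mean, with baseline fluorescence within five deviations of library mean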;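 also: RGS4 expression induced by doxycycline in cells with stable M3 receptor; B-score is computed from the integrated fluorescence ratio over baseline after carbachol; higher B-score means a larger calcium signal and so more RGS4 inhibition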
Target sequence (P49798 whole entry, looked up): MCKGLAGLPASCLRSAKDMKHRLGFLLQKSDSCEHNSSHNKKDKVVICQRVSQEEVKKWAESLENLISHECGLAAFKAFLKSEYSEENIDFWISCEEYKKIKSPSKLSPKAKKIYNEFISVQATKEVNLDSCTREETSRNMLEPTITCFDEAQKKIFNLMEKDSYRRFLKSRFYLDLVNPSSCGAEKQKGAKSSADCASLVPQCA
GSK3 alpha inh = blockers of GSK3A enzyme activity – biochemical, luminescence, cell-free homogeneous, HTS, primary screen. Glycogen synthase kinase-3 alpha (Homo sapiens), P49840. GSK-3 alpha kinase, ADP-Glo luminescence, 60 min. inhibition, % at 10 µM. 320,000 tested, 0.1% active;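 in the data active = inhibition above about 50%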;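 also: GST-tagged GSK-3 alpha with peptide substrate and 25 µM ATP; 0% = DMSO neutral wells and 100% = GW8510 positive control wells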
Target sequence (P49840 whole entry, looked up): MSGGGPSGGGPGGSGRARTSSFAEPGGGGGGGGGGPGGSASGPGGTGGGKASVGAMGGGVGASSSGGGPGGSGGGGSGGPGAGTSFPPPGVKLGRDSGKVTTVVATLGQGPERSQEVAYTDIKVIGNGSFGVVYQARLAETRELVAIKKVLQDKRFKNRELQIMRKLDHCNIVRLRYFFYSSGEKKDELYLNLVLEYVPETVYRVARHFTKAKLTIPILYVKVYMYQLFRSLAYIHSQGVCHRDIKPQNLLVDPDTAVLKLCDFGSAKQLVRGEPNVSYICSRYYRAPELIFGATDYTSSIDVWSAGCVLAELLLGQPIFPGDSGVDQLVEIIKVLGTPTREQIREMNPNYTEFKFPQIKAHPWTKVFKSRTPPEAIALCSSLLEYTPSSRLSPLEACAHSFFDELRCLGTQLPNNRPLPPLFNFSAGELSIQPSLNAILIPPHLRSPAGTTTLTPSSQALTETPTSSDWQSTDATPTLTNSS
DYRK1A inh = rat Dyrk1A kinase inhibitors, primary screen, biochemical, single point, plate reader | ADP-Glo luminescence, NFATc1 peptide | 310,000 tested, 0.43% active | inhibition, % at 12.5 µM | Dual specificity tyrosine-phosphorylation-regulated kinase 1A (Rattus norvegicus), Q63470; in the data active = inhibition above about 50%;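 also: plate controls were vehicle with enzyme for no effect and no enzyme for full effect; many of its hits are not listed in these tables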
KCNQ1 block = inhibitors of human KCNQ1 channel, primary screen, cell-based, thallium flux, high-throughput; AID 2642, 2010; Potassium voltage-gated channel subfamily KQT member 1 (Homo sapiens), P51787; B-score at 10 µM; CHO-K1 KCNQ1, FluxOR thallium flux fluorescence; active compounds read high; 310,000 tested, 1.3% active;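 active = compounds whose thallium flux B-score, printed positive for inhibition, exceeds three library SD while starting fluorescence stays within three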;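 also: channel opened by potassium depolarization with thallium stimulus after 20 min compound exposure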
KCNK3 inh = human KCNK3 channel inhibitors, primary screen, CHO cells, FluxOR thallium flux, B-score; Potassium channel subfamily K member 3 (Homo sapiens), O14649; FluxOR fluorescence; active compounds read low; B-score at 10 µM; 340,000 tested, 0.84% active;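 active = B-score under library mean minus 4 SD, starting fluorescence ratio at most library mean plus 5 SD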;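 also: more negative B-score means stronger inhibition of thallium flux through KCNK3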
Target sequence (O14649 whole entry, looked up): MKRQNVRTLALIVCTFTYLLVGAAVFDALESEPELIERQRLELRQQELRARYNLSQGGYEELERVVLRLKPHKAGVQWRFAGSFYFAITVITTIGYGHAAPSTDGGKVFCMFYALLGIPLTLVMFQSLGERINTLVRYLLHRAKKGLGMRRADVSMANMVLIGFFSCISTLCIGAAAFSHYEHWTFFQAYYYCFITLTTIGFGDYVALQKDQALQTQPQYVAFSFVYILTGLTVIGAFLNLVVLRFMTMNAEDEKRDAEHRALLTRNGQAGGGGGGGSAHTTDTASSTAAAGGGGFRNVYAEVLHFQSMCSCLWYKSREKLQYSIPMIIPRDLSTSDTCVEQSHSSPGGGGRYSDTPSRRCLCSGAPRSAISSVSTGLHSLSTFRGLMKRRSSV
PolyA inh = polyadenylation inhibitors in yeast reporter cells, primary screen, luminescence, S. cerevisiae; 300,000 tested, 0.02% active; AID 1875, 2009; calls only at 12 µM; S. cerevisiae SKY197-pL101 polyadenylation reporter, beta-gal luminescence; efflux-impaired pdr1/pdr3 knockout yeast; score 100 = 6 SD above DMSO;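 active = lowest replicate activity score at least 50, where 100 means six control SD above control mean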;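 also: yeast exposed to compound for 9 h at 30 °C; higher score means more reporter readthrough which indicates perturbed polyadenylation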
GSK3B inh = human GSK3beta kinase inhibitors, primary screen, biochemical, cell-free homogeneous, HTS; GST-GSK3beta kinase, ADP-Glo luminescence, 60 min; active compounds read low; Glycogen synthase kinase-3 beta (Homo sapiens), P49841; 300,000 tested, 0.038% active; activity score (negative = inhibition), % at 10 µM; AID 2097, 2009;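 active = more than half of replicate wells score below -50%, meaning over 50% inhibition versus plate controls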;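 also: 0% = median DMSO wells and -100% = median GW8510 positive control wells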
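Test system: GST-fused GSK3beta enzyme, cell-free | Quantity: 1.6 ng GST-GSK3beta enzyme per well | Reagent: 25 µM ATP with peptide substrate | Schedule: 60 min enzyme reaction, room temperature | Signal: Luminescent ADP-Glo measurement of ADP formed | Read-out basis: Score relative to plate controls | Control set: DMSO and 20 µM GW8510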
KCNQ1 pot = potentiators or activators of KCNQ1 channel, primary screen, cell-based, thallium flux, high-throughput. Potassium voltage-gated channel subfamily KQT member 1 (Homo sapiens), P51787. CHO-K1 KCNQ1, thallium flux FluxOR fluorescence; active compounds read high. B-score at 10 µM. 310,000 tested, 0.35% active. AID 2648, 2010;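 active = fluorescence ratio B-score, a plate-corrected score, at least three library SD, with initial intensity B-score within 5 SD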
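System: Stable KCNQ1 CHO-K1 line | Incubation: 90 min dye loading and 20 min compound exposure, both at room temperature | Measure: Ratio B score | Medium: Assay buffer for compound exposure, DMSO matched across wells | Compound dosing: Single-concentration screen | Probe or stimulus: K+/Tl+ depolarizing stimulus | Measured by: Kinetic FluxOR fluorescence, 10 s baseline plus 110 s post-stimulus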
KCNK9 block = KCNK9 potassium channel inhibitors, primary screen, HEK293 cells, thallium flux; Potassium channel subfamily K member 9 (Homo sapiens), Q9NPC2; FluxOR thallium flux fluorescence; active compounds read low; B-score at 10 µM; 310,000 tested, 1.2% active;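 active = ratio B-score over 3 SD below the library mean, with starting fluorescence within 5 SD of its mean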;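 also: negative B-score means less thallium flux so channel inhibition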
RGS4 act = RGS4 potentiators or activators, primary screen, cell-based, HEK293 M3R inducible RGS4, calcium flux; carbachol calcium flux Fluo4; active compounds read low; B-score at 10 µM; 310,000 tested, 0.92% active; AID 463111, 2010;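 active = B-score of the integrated calcium signal more than 4 SD below the library mean, with starting fluorescence not abnormally high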;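 also: negative B-score means reduced calcium response which marks RGS4 activation or potentiation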
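Detection: kinetic calcium fluorescence imaging with Fluo4-AM dye, 2 µM / Material: HEK293 cells with stable M3R and inducible RGS4 / Schedule: recording 10 s baseline at 1 Hz, 100 s post-agonist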
hERG protect = hERG rescue from dofetilide block, primary screen, cell-based, CHO-hERG, FluxOR thallium flux, dofetilide IC70; dofetilide IC70 present; activation (rescue from dofetilide block), less the hit threshold, % at 10 µM; 310,000 tested, 0.51% active;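 active = activation above the mean of controls blocked by dofetilide plus 5 SD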;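 also: thallium influx through hERG after potassium depolarization seen as dye fluorescence rise; in these data hits start at about 4.7%; inactives centre near -7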
Active calls of the source: *; i = inactive; x = no result given.

canonical_smiles,KCNQ1 block,GSK3 alpha inh,KCNQ1 pot,RGS4 act,PolyA inh,KCNK3 inh,RGS4 block,GSK3B inh,KCNK9 block,DYRK1A inh,hERG protect
CC1Cc2ccccc2N1C(=O)CNCCCN(C)C (stereo not given),i,0,i,i,i,i,i,-3,i,-4,-6
O=C(CSc1ccc2c(c1)OCCO2)Nc1ccc(N2CCOCC2)cc1,i,-2,i,i,i,i,i,5,i,-2,-12
CC(C)(C)C(=O)c1cn(CC(=O)O)c2ccccc12,i,-1,i,i,i,i,i,-1,i,4,-5
O=C(COC(=O)CNC(=O)c1ccccc1F)NCCNC(=O)COC(=O)CNC(=O)c1ccccc1F,i,-2,i,i,i,i,i,-2,i,1,-12
O=C(CSc1ccc(F)cc1)NCCSc1ccccc1,i,-1,i,i,i,i,i,0,i,-4,-7
O=C(CSc1n[nH]c(-c2ccccc2)n1)NC(=O)NCc1ccco1,i,4,i,i,i,i,i,-4,i,26,-10
COc1ccc(/C=C/C(=O)c2ccc[nH]2)cc1OC,i,2,i,i,i,i,i,1,i,-6,-7
O=S(=O)(NC1CCCC1)c1ccc(Br)s1,i,0,i,i,i,i,i,-1,i,2,-9
CC1(C)CC(=O)C/C(=N/NC(=O)C2CCN(S(=O)(=O)c3cccs3)CC2)C1,i,x,i,i,i,i,i,1,i,1,-3
CC(=O)c1cccc(N2C(=O)Nc3ccccc3N2O)c1,i,-1,i,i,i,i,i,5,i,0,-5
O=c1nc2n(c3ncccc13)CCCCC2,i,-1,i,i,i,i,i,3,i,x,-4
CCc1ccccc1NC(=O)NCc1ccc2c(c1)OCO2,i,1,i,i,i,i,i,0,i,8,-7
COc1ccc(N2CCN(C(=O)C3(C)CC3(Cl)Cl)CC2)cc1 (stereo not given),i,-2,i,i,i,i,i,-3,i,4,-6
CC1CCN(CCOCCOc2ccccc2Br)CC1,i,-1,i,i,i,i,i,0,i,3,-5
O=C(COc1cccc(-n2cnnn2)c1)NCCC1=CCCCC1,i,-2,i,i,i,i,i,0,i,5,0
O=C1c2ccccc2S(=O)(=O)c2cc(C(=O)N3CCC(C(=O)N4CCCCC4)CC3)ccc21,i,1,i,i,i,x,i,-4,i,x,-6
CCOC(=O)C1CCN(C(=O)Nc2ccc(OCc3ccccc3)cc2)CC1,i,0,i,i,i,i,i,-2,i,x,1
COc1ccccc1N(CC(=O)NCc1ccco1)S(=O)(=O)c1ccc(C)cc1,i,-1,i,i,i,i,i,-2,i,-1,-7
Cc1cc(Oc2ccccc2)nc(-c2ccccc2O)n1,i,x,i,i,i,i,i,1,i,11,-8
NS(=O)(=O)c1cccc(NC(=O)CSc2nc3ccccc3c(=O)n2CCCN2CCOCC2)c1,i,x,i,i,i,i,i,0,i,-5,-7
CCCCOP(=O)(c1ccc(N(C)C)cc1)C(O)c1ccc(OC)cc1 (stereo not given),i,-3,i,i,i,i,i,-7,i,1,-6
CCN(CC)C(=O)N1c2ccccc2CC(N(CC)CC)c2ccccc21 (stereo not given),i,x,i,i,i,i,i,-3,i,7,-4
O=S(=O)(c1ccc(Br)s1)N1CCN(c2ccccn2)CC1,i,-4,i,i,i,i,i,-1,i,-4,-6
NNC(=O)CSCc1ccc(Cl)cc1Cl,i,-1,i,i,i,i,i,2,i,3,-7
O=C(CSCCO)Nc1nccs1,i,5,i,i,x,i,i,-3,i,-5,0
CCN(Cc1nc(-c2cccc(Cl)c2)no1)CC1CCCO1 (stereo not given),i,-3,i,i,i,i,i,-1,i,-3,-6
CCN1C(=O)[C@H]2[C@@H](c3ccc(-c4ccc(F)cc4)c(OC)c3)N3CCC[C@@]3(C(=O)OC)[C@H]2C1=O,i,-2,i,i,i,i,i,-3,i,-4,-7
O=C1NCCC/C1=N/Nc1ccc(F)cc1,i,-1,i,i,i,x,i,2,i,x,-5
COC(=O)c1cc(S(=O)(=O)N2CCN(C3CCCCC3)CC2)c[nH]1,i,-2,i,i,i,i,i,4,i,-11,-10
CC(=O)Nc1ccc(NC(=O)CNC(=O)c2cccc(C)c2)cc1,i,-3,i,i,i,i,i,-3,i,3,0
CCOC(=O)C1=C(COC(=O)COc2ccccc2OCC)NC(=O)NC1C (stereo not given),i,-1,i,i,i,i,i,3,i,3,-18
CCN1CCc2nc3ccccc3c(C(=O)Nc3ccc(NC(C)=O)cc3)c2C1,i,5,i,i,i,i,i,-3,i,14,-8
Cc1cc(OCc2cc(C(=O)N3CCC(Oc4cccnc4)CC3)no2)cc(C)c1Cl,13*,-4,i,-7*,x,i,i,-1,i,2,-14
CCC(C)c1ccc(NC(=S)NCc2cccnc2)cc1 (stereo not given),i,-1,i,i,i,i,i,0,i,-4,-10
CC1CCc2c(C(=O)NCCN3CCOCC3)csc2C1 (stereo not given),i,2,i,i,i,i,i,5,i,2,-1
N=C1SCC(=O)N1c1ccc(Cl)cc1,i,-3,i,i,i,i,i,-1,i,2,-9
CCOC(=O)COc1cc(N2C(=O)CSCC2=O)c(Cl)cc1Cl,i,-7,i,i,i,i,i,-2,i,4,2
CC(CC#CCN1CCOCC1)OCCC#N (stereo not given),i,-1,i,i,i,i,i,0,i,10,-9
C/C=C(\C)CN1CCN(c2ccccc2F)CC1,i,2,i,i,i,i,i,1,i,8,-5
S=c1[nH]c2ccccc2n1Cc1ccccc1,i,-2,i,i,i,i,i,-1,i,-1,-1
Cc1cc(C(=O)COC(=O)C2=NNC(=O)CC2)c(C)n1-c1ccccc1,i,x,i,i,i,i,i,-1,i,3,-13
CCOc1ccccc1-n1c(SCC(=O)Nc2nccs2)nnc1-c1ccoc1C,i,0,i,i,i,i,i,-5,-8.7*,19,-11
Cc1nc2sc(C(c3ccco3)N3CCC(Cc4ccccc4)CC3)c(O)n2n1 (stereo not given),i,-2,i,i,i,i,i,-1,i,1,-7
COc1ccc(N(CC(=O)Nc2cccc(C(C)=O)c2)S(=O)(=O)c2ccc(NC(C)=O)cc2)cc1,i,1,i,i,i,i,i,1,i,5,-17
COc1ccc(CN2CCN(C(=O)C3CCC(CNS(=O)(=O)c4ccc(C)cc4)CC3)CC2)c(OC)c1OC (stereo not given),i,-1,i,i,i,i,i,0,i,11,-10
COc1ccc(CCc2nnc(CCC(=O)N(C)Cc3ccnc4ccccc34)o2)cc1,i,-3,i,i,i,i,i,-1,i,-1,-11
CCOc1ccc(NC(=O)CSc2ccc3nnc(-c4cccnc4)n3n2)cc1,i,-1,i,i,i,i,i,-3,i,2,-9
CNC(=S)N(C)[C@H]1c2c(ccc3ccccc23)OC[C@H]1CO,i,4,i,i,i,i,i,-10,i,24,-13
CCn1cc([N+](=O)[O-])c(C(=O)N2N=C(c3ccccc3)CC2c2ccc([N+](=O)[O-])cc2)n1 (stereo not given),i,-1,i,i,i,i,i,1,i,-3,-8
CCCCn1c(=S)[nH]c2cc(S(=O)(=O)N3CCCCC3)ccc21,i,5,i,i,i,i,i,-3,i,-3,-12

Next section:
canonical_smiles,KCNQ1 block,GSK3 alpha inh,KCNQ1 pot,RGS4 act,PolyA inh,KCNK3 inh,RGS4 block,GSK3B inh,KCNK9 block,DYRK1A inh,hERG protect
COCCN(C(=O)CCl)C(C(=O)NC1CCCCC1)c1ccccc1C (stereo not given),i,-2,i,i,i,i,i,4,i,-2,-6
Cc1onc(-c2c(F)cccc2Cl)c1C(=O)Nc1nnc(C(F)(F)F)s1,i,-2,i,i,i,i,i,3,i,3,-12
COc1ccc(CCNc2ccc(C(CC(N)=O)NC(=O)Cc3cccc4ccccc34)cc2[N+](=O)[O-])cc1 (stereo not given),i,7,i,i,i,i,i,0,i,4,-5
COc1ccc(NC(=O)/C=C/c2cccc(F)c2)cn1,i,-1,i,i,i,i,i,-1,i,8,-2
O=C(Nc1cccc(F)c1)c1ccc2ncsc2c1,i,-1,i,i,i,i,i,-1,i,13,-5
N#CC(C#N)=Cc1cccn1-c1ccc(S(N)(=O)=O)cc1,i,2,i,i,i,i,i,-1,i,10,-6
O=C(Nc1ccccc1C(F)(F)F)c1c(F)cccc1Cl,i,x,i,i,i,i,i,-1,i,8,-10
O=C(CSc1nc(=O)n(CCN2CCOCC2)c2c1CCC2)Nc1ccc(OC(F)(F)F)cc1,i,-4,i,i,i,i,i,-1,i,17,-12
COc1ccc(C(=O)NNC(=O)CSc2nnc(C)n2CC2CCCO2)cc1 (stereo not given),i,1,i,i,x,i,i,1,i,-5,-9
COc1ccc(Cl)cc1NC(=O)CN(C)C(=O)c1cc2ccccc2cc1O,i,0,i,i,i,i,i,-1,i,-1,-21
CCOC(=O)COn1c(SCC(=O)OCC)nc2ccccc2c1=O,i,-6,i,i,i,i,i,1,i,8,-17
S=c1[nH]nc(CCc2nc3ccccc3[nH]2)n1-c1ccccc1,i,3,i,i,i,i,i,-2,i,5,-22
O=C(CCc1ccccc1)NCCc1nc2ccccc2[nH]1,i,2,i,i,i,i,i,5,i,x,-13
Cc1ccc(CSCC(=O)NN=C2CCN(C)CC2)cc1,i,-2,i,i,i,i,i,-1,i,-6,-9

Bioassay records (PubChem)

Some of the compounds tested; count on the stated rates, not on these rows.
